# CF NFkB inh = cystic fibrosis NF-kB activation inhibition. KKLEB NF-kB-GFP reporter, PAF-induced, GFP fluorescence overnight. inhibition, % at 5 µM. hit rate 0.86% among 360,000. AID 588850;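 active = at least 50% inhibition at 5 µM, scaled per plate between neutral and stimulator controls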;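 also: PAF is a Pseudomonas aeruginosa culture filtrate used as stimulus; plate controls were PAF-stimulated DMSO wells for no effect and unstimulated DMSO wells for full effect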
# NR2E3 ag-1 = activates human NR2E3 receptor. hit rate 0.35% among 360,000. AID 602229. Q9Y5X4. CHO-S Gal4-NCOR/VP16-NR2E3 two-hybrid, luciferase. inhibition of corepressor binding, % at 3.98 µM;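 active = inhibition above the mean of all tested compounds plus 3 SD, cut at about 70% in these data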;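 also: 0% = DMSO with NR2E3 transfected cells and 100% = cells lacking NR2E3 construct; higher means lower luciferase signal from less NR2E3 corepressor binding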
# Target sequence (Q9Y5X4 whole entry, looked up, the tested form may be a part): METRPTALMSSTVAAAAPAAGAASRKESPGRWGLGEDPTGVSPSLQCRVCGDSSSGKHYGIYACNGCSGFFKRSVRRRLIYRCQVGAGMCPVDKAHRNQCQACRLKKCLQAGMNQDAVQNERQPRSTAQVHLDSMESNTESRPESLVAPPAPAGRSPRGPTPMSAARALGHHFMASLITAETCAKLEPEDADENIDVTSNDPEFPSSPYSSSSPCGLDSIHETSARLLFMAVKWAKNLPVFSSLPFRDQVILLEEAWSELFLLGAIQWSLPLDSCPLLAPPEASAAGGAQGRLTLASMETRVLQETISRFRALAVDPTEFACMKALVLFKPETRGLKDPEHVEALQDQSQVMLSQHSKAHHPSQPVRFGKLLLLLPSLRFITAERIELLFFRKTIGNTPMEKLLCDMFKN
# NR2E3 ag-2 = NR2E3 (human) agonism; Q9Y5X4; GST-NR2E3/biotin-RetCOR TR-FRET, 1536-well; inhibition of corepressor binding, % at 4.78 µM; hit rate 0.12% among 320,000; AID 2300;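 active = percent inhibition above the cutoff of mean plus 3 SD of all tested compounds, set per screening campaign, cut at about 20% in these data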;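 also: 0% = DMSO wells and 100% = biotin wells as full block of FRET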
#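 Test system – NR2E3–RetCOR corepressor complex · Quantity – NR2E3 fusion 1.35 nM · Buffer or medium – Tris pH 7.5 · Incubation – Compound–protein incubation for 5 h at 4 °C · Technique – TR-FRET, Eu(K)-anti-GST donor, streptavidin-D2 acceptor, ex 340, em 617/671 nm · Evaluation – percent inhibition of 671/617 nm emission ratio versus biotin and DMSO controls · Plate – 1536-well format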
# TRAIL sens C8 = sensitizes caspase-8 expressing cells to TRAIL. NB7+C8 cells + TRAIL, ATPlite viability luminescence. inhibition (viability loss, TRAIL sensitization), % at 10 µM. hit rate 1% among 360,000. AID 624354;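 active = compounds causing at least 50% loss of cell viability in the single-dose screen, relative to plate controls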
# iPSC survival up = enhancers of human iPSC single-cell survival; hit rate 0.044% among 360,000; hiPSC single-cell survival, ATPlite luminescence; 100% = ROCK inhibitor wells, 0% = DMSO; survival enhancement, % at 20 µM; in the data active = survival enhancement above about 18%;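 also: cells exposed to compounds for 16 hours before the ATP read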
# KKLEB cytotox = reduces viability of KKLEB cystic fibrosis airway cells; KKLEB CF airway cells viability, ATPlite luminescence, overnight; active compounds read low; cells stimulated with P. aeruginosa culture filtrate; AID 602141; activity change (cytotoxicity), % at 5 µM; hit rate 0.36% among 360,000;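 active = corrected activity change at or below -50% at 5 µM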
# HIF-2a block = inhibitors of HIF-2a; 786-0 RCC cells HIF-2a reporter, luciferase luminescence, overnight; inhibition, % at 18.8 µM; hit rate 0.72% among 360,000; AID 624352;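 active = inhibition of the luminescence signal of 40% or more relative to plate controls, in a single-dose primary screen at 18.75 µM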
# TRPM1 prom inh = MITF TRPM1 promoter inhibition in SK-MEL-5 cells; SK-MEL-5 TRPM1 promoter luciferase, 24 h; inhibition, % at 12.5 µM; hit rate 0.83% among 330,000; AID 488899;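 active = mean inhibition across replicates of 60% or more, whatever share of single replicates reaches that level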; also: values of inactives mirror those of a sister screen read the other way
# Shn3 inh set2 = Schnurri-3 reporter inhibition in Clone20 osteoblasts; hit rate 0.52% among 360,000; inhibition, % at 12.5 µM; Clone20 osteoblast Shn3 3'UTR firefly luciferase, 24 h;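 active = mean inhibition of at least 75% with every replicate also reaching 75%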;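 also: 0% = median of neutral control wells and 100% = pilot-screen positive control compound; some compounds past the cut are filed as inactive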
# EBV LMP1 NFkB = reduces LMP1-driven NF-kappaB luciferase signal | LMP1-induced NF-kappaB luciferase reporter cells, luminescence | inhibition, % at 12.5 µM | hit rate 0.69% among 350,000 | AID 504558; in the data active = inhibition above about 41%;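 also: 0% = neutral control wells and 100% = reference inhibitor control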
# Peg3 promoter = Peg3 promoter activity inhibition; HeLa PEG-Prom luciferase reporter, luminescence, overnight; inhibition, % at 20 µM; hit rate 1.7% among 360,000; AID 588405;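 active = inhibition of at least 50% at 20 µM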
# * = called active by the depositor; . = no result given.
SMILES,CF NFkB inh,NR2E3 ag-1,NR2E3 ag-2,TRAIL sens C8,iPSC survival up,KKLEB cytotox,HIF-2a block,TRPM1 prom inh,Shn3 inh set2,EBV LMP1 NFkB,Peg3 promoter
Cn1ccnc1C(OC(=O)c1ccc(Cl)cc1)C(F)(F)F (configuration not stated),-9,4,0,-8,-0.4,-9,18,3,17,2,6
CC(C)(C)NC(=O)Cn1c(=O)oc2ccc(Cl)cc21,-5,9,4,-6,-1.2,0,5,.,-5,1,10
CCC1Sc2ccccc2N(CC(=O)NC2CCCCC2)C1=O (configuration not stated),-2,9,-1,-6,0.2,-9,9,-1,-1,-2,4
CCCCOc1ccc(-c2ncc(C(=O)O)c(C)n2)cc1,16,-156,7,0,-2.2,-15,-77,-15,-84,-26,-167
CCn1ccnc1CNCc1cn(-c2cc(C)ccc2C)nc1-c1ccccc1,-9,-4,6,-3,-1.4,-5,4,15,8,6,12
O=[N+]([O-])c1ccc(C2=Nn3c(Cn4nnc5ccccc54)nnc3SC2)cc1,-8,7,4,4,1.5,1,13,1,-1,1,15
Cc1cc(C)cc(N2C(=O)CSC2c2ccccn2)c1 (configuration not stated),10,-5,-1,-6,-0.7,0,0,13,12,0,16
COc1ccc(Cl)cc1NC(=O)CSC1=NN2CCCC(=O)N=C2S1,5,47,0,0,0.3,13,11,16,27,5,1
Cc1ccc(C2CC(c3ccc(Cl)cc3)n3nc(N)nc3N2)cc1 (configuration not stated),-4,-17,3,10,-0.6,16,-32,-14,-5,4,2
CC1CN(c2ccc(Oc3ccccc3)cc2)c2nc3c(c(=O)n(CC(N)=O)c(=O)n3C)n2C1 (configuration not stated),10,-28,4,-13,0.1,-9,-2,-6,8,-2,4
CCOc1cccc2cc(C(=O)NCc3cccnc3)c(=O)oc12,-6,-10,1,-18,0.4,11,-19,-15,-31,-2,-18
Cc1noc(C)c1C(=O)Nc1cc(S(=O)(=O)N2CCCCC2)ccc1N(C)C,24,-35,.,1,0.5,-9,-21,-2,8,1,22
Cc1ccc(NC(=O)C2CCCN(C(=O)Nc3ccc(F)cc3)C2)cc1 (configuration not stated),-15,-6,-1,-4,0.8,4,-4,9,-10,2,-8
CCOC(=O)CCCNC(=O)c1cncc(Br)c1,0,-7,-4,4,-2.2,-4,11,1,-3,4,-5
COC(=O)N/N=C/c1ccc(-c2ccccc2Cl)o1,-43,-51,-3,7,0.3,27,-172,-12,-16,-10,-29
Cc1ccc(/C=C(/NC(=O)c2ccccc2)C(=O)NC(Cc2c[nH]c3ccccc23)C(=O)O)cc1 (configuration not stated),9,12,1,-13,2.2,-2,20,21,2,-14,11
Cc1nn(Cc2c(Cl)cccc2Cl)c(C)c1NC(=O)c1cn(-c2ccccc2)nc1-c1ccccc1,23,-13,-6,76*,3.6,-42,34,87*,88*,-87,115*
O=C1S/C(=C\c2ccccc2)C(=O)N1CC(O)Cn1c2ccccc2c2ccccc21 (configuration not stated),-5,-7,-3,1,-0.6,9,30,6,-18,-2,9
CCN(CC)C(=O)CN(Cc1ccccc1)S(=O)(=O)c1ccc(F)cc1,6,45,0,-13,0.7,-11,18,5,-14,-4,14
NC(=O)c1c(NC(=O)c2ccco2)sc2c1CCC2,-45,-115,4,14,-1.3,32,-420,-58,-53,-58,-318
Cc1cc2c(cc(C(=O)OC(C)C(=O)NCc3ccc(F)cc3)n2C)o1 (configuration not stated),10,4,.,-4,-0.1,3,11,17,14,-4,-4
COCCCNC(=O)CCn1nc(-c2ccc(Cl)cc2)ccc1=O,-6,3,3,-7,-0.2,-20,20,-4,-27,1,1
COc1ccc(CCNc2nc(-c3ccncc3)cs2)cc1OC,20,-15,1,-6,-0.6,-13,-17,-11,21,5,-29
Cc1ccc(-c2ccc(CN3C(CC(C)C)C(=O)N(Cc4cn(CCC5OCCO5)nn4)CCS3(=O)=O)cc2)cc1 (configuration not stated),44,-18,.,36,-1.6,-18,13,.,-2,15,48
CCOC(=O)CSC1=Nc2ccccc2C2=NC(CC(=O)NCc3cccs3)C(=O)N12 (configuration not stated),14,4,2,-13,1.9,1,-4,1,0,1,4
Cc1ccc(-n2nnnc2CNC(=O)c2ccc([N+](=O)[O-])o2)cc1C,-22,7,-1,31,-0.4,5,20,62*,6,-40,22
CC(CCc1ccccc1)NC(=O)COC(=O)c1cc(NS(=O)(=O)c2ccc(Cl)c([N+](=O)[O-])c2)ccc1O (configuration not stated),2,-14,3,-4,2.7,3,55*,3,-36,-10,57*
CCCNC(=O)COC(=O)c1ccc(-c2ccccc2)cc1,-26,-7,-1,1,-0.1,6,10,13,-23,-4,-2
O=C1OC(Nc2nccs2)c2ccccc21 (configuration not stated),-15,2,7,-14,0.2,5,13,6,-10,-2,19
C[C@H](NC(=O)c1ncn2c1C(=O)NC[C@H]2C)c1ccccc1,19,-5,.,-5,-1.7,-5,3,.,0,-3,-1
COc1ccc(CCNC(=O)c2ccc([N+](=O)[O-])cc2)cc1,9,-11,4,20,-0.1,-6,1,-12,5,-1,8
NS(=O)(=O)c1ccc(CCNS(=O)(=O)c2cccc3nsnc23)cc1,17,1,2,-1,0.2,-1,10,3,0,-4,1
N#Cc1ccc(CSc2nnc(-c3cccnc3)n2-c2ccccc2)cc1,-5,1,1,-4,1.3,-2,9,14,19,-22,18
COc1ccc(NC(=O)C[C@H]2C(=O)N(c3ccc(Br)cc3)C[C@@H]2CSC)cc1,-66,20,.,8,-3.0,0,-9,.,-39,0,13
Fc1ccc2nc3c(nc2c1)CCCC3,-9,6,0,2,-0.6,5,5,0,-6,-8,13
Cc1cc(C)nc(NC(=NCCc2c[nH]c3ccccc23)NC(=O)c2ccco2)n1,-15,6,3,12,0.7,8,13,-2,31,1,35
CCN(CC)C(=O)CSc1nc2sc3c(c2c(=O)n1-c1ccc(C)cc1)CC(C)(C)SC3,-1,14,-4,-9,-1.8,9,20,-5,1,-2,25
CCN(CC)S(=O)(=O)c1ccc(NS(=O)(=O)c2cccs2)cc1,-9,-37,1,2,4.4,1,7,-4,11,0,11
Cc1cc(C)nc(Sc2nc(Nc3ccccc3)nc(Sc3nc(C)cc(C)n3)n2)n1,13,17,2,-7,-1.0,6,16,-8,7,3,24
COc1ccc(COC(=O)C2CCN(S(=O)(=O)c3ccc(C)cc3)CC2)cc1,-11,-14,1,3,-0.4,11,-3,-7,-4,-5,1
COc1ccc2c(c1)C(C)=CC(C)(C)N2C(=O)CSc1nnc(-c2ccc(C)cc2)o1,-2,-23,-1,-9,0.9,3,2,18,19,3,22
C=CCN1C(=O)/C(=C/c2cccs2)S/C1=N\S(=O)(=O)c1ccc(F)cc1,24,-20,0,-13,0.3,-26,8,-2,-4,18,8
COc1ccc(OCC#CCn2ccnc2)cc1,-13,11,0,-5,0.3,5,23,14,14,0,-4
O=C(O)c1cccc(NC(=O)c2cc(-c3cccc(Cl)c3)nc3ccccc23)c1,-8,-4,4,0,2.3,7,-43,-2,-19,-8,-15
CC1C(=O)C(C)C(c2ccccc2)N(N=O)C1c1ccccc1 (configuration not stated),5,-49,.,-4,-2.0,-14,2,-10,-3,-3,15

# Structures listed so far with bromine:
SMILES,CF NFkB inh,NR2E3 ag-1,NR2E3 ag-2,TRAIL sens C8,iPSC survival up,KKLEB cytotox,HIF-2a block,TRPM1 prom inh,Shn3 inh set2,EBV LMP1 NFkB,Peg3 promoter
CCOC(=O)CCCNC(=O)c1cncc(Br)c1,0,-7,-4,4,-2.2,-4,11,1,-3,4,-5
COc1ccc(NC(=O)C[C@H]2C(=O)N(c3ccc(Br)cc3)C[C@@H]2CSC)cc1,-66,20,.,8,-3.0,0,-9,.,-39,0,13

# Later entries
SMILES,CF NFkB inh,NR2E3 ag-1,NR2E3 ag-2,TRAIL sens C8,iPSC survival up,KKLEB cytotox,HIF-2a block,TRPM1 prom inh,Shn3 inh set2,EBV LMP1 NFkB,Peg3 promoter
CCOC(=O)N1CCN(C(=O)CSc2ncnc3sccc23)CC1,9,5,.,11,-0.5,1,-7,-2,-4,-4,4
COc1ccc(CCN(C)C(=O)CNC(=O)c2ccccc2F)cc1OC,4,2,-2,-15,-0.5,7,8,-6,-13,-6,3
CCCCc1cc(=O)oc2cc(OC(C)C(=O)NCCN3CCOCC3)c(Cl)cc12 (configuration not stated),-26,-26,2,-6,-0.1,1,5,12,0,-13,-6
N#Cc1nc(-c2cccc3ccccc23)oc1N1CCCCC1,-10,-25,3,7,-3.4,-2,-132,-72,-29,-30,-134
CC(=O)c1ccc(-c2c(C)cc3oc(=O)cc(-c4ccccc4)c3c2C)cc1,28,-23,.,-4,-2.3,-17,1,-3,7,6,15
Cn1c(=O)c2c(ncn2CC(=O)OCCCC(=O)c2ccc(Br)cc2)n(C)c1=O,-3,-13,.,21,-2.9,-21,-1,19,72,17,6
Cc1cc(NS(C)(=O)=O)c(=O)n(Cc2cccc(C(F)(F)F)c2)c1,1,19,.,-12,-0.9,9,10,.,-5,2,-4
CN(C)S(=O)(=O)c1cccc(COC(=O)Cc2c(F)cccc2Cl)c1,13,21,0,-6,-0.4,-14,-10,-5,17,2,8
O=c1sc2ccccc2c(N2CCCCC2)c1[N+](=O)[O-],2,6,1,14,-0.2,-9,16,13,14,-3,19
COC(=O)c1c(NC(=O)C(=O)N2CCCC2)sc2c1CC(C)(C)OC2,-1,9,-3,-21,-0.4,3,1,-4,28,-4,7
O=[N+]([O-])c1ccc(-c2cn(-c3ccc(Cl)cc3)c(=S)[nH]2)cc1,-8,-26,3,-13,-1.4,2,-61,23,6,2,-40
Cc1ccc(NC(=O)CSc2nnc(Cn3c(=O)sc4ccccc43)n2C)cc1Cl,-5,4,0,-6,0.2,23,-1,13,-18,-4,12
O=C(c1ccccc1)N1CCN2C(=O)c3ccccc3C12c1ccc(Cl)cc1 (configuration not stated),-12,36,5,-5,0.4,-3,11,16,-16,-2,14
CSc1nc2c(cnn2-c2ccccc2)c(=O)n1N,-10,-32,1,25,0.4,8,-140,-58,-29,8,-119
COc1ccc(CNC(=O)COc2ccc(S(=O)(=O)N3CCOCC3)cc2)cc1,-7,7,-2,3,-0.4,4,12,1,4,3,-11
N#Cc1ccsc1NC(=O)c1ccccn1,10,-3,3,6,0.5,-4,-100,-28,20,-6,-87
O=C1C2C3c4ccccc4C(c4ccccc43)[C@@H]2C(=O)N1c1cccnc1 (some centres not stated),8,-2,1,-5,-1.6,6,22,4,26,-1,17
Cc1ccc(NC(=O)Cn2cccc2C2=NC(c3ccccc3)CO2)c(C)c1 (configuration not stated),-11,3,-2,0,-0.1,-4,1,11,21,8,19
Cc1cccc(N(CC(=O)NCCC2=CCCCC2)S(C)(=O)=O)c1C,19,-7,-1,-7,-1.3,-1,15,-5,-2,15,10

# Screening results: PubChem, several laboratories

# This is a subset (hit frequency here may not be typical).
